Source: PubChem (National Center for Advancing Translational Sciences (NCATS))
GLP-1R inv ag – GLP-1 receptor (human) inverse agonism | P43220 | HEK293 GLP-1R CRE-luciferase, luminescence, 24 h; GLP-1R form is constitutively active | AID 624417 | Potency, µM (highest dose often 38.3 µM), for the others: at the highest dose activity change, negative = inhibition, actives largely listed as inhibitors | hit rate 1.6% among 410,000; also: potency is read from the fitted curve at half-maximal effect; % is scaled to controls: 0 for no effect and ±100 for the full control effect; nearly all actives have a fitted effect of over 55% in size
Target sequence (P43220 whole entry, looked up): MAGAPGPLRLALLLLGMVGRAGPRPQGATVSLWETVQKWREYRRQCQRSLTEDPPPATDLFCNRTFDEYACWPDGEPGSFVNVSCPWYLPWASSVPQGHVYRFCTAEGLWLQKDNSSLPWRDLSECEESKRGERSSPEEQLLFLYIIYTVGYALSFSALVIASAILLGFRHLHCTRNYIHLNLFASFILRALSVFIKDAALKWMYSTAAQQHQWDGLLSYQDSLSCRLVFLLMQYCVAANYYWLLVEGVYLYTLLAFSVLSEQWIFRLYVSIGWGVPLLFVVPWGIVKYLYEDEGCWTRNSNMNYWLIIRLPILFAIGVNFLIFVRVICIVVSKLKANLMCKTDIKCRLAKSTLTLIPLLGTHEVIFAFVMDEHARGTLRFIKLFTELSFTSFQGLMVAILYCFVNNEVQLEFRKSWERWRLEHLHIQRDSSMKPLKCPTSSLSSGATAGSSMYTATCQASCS
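qHTS in 1536-well format: reporter HEK293 cells expressing constitutive GLP-1R activity in DMEM + 10% Nu serum, 24 hr with compounds at 37 deg C, luminescence read after 12 min with detection reagent.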
IL-2 act – activators of IL-2 | hit rate 0.065% among 360,000 | AID 652025 | IL-2 activation reporter assay, cell-based qHTS; stimulated with anti-CD3/CD4/CD28 beads; in transgenic mouse T cells | activation, % (series mostly up to about 46 µM); in the data active = activation above about 50%; inconclusive = mostly about 30% to 49%; also: 0% is about no effect
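Quantitative HTS in unstimulated transgenic mouse T cells, with memory T cells as non-tolerant control and PMA/ionomycin as tolerance-bypass control. Compound pretreatment lasted 60 minutes before 18 h bead stimulation; EGFP/DsRed fluorescence read.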
GLP-1R agonist – activates the human GLP-1 receptor; P43220; HEK293 GLP-1R CRE-luciferase, luminescence, 4-6 h; cells express a hypersensitive GLP-1R form; Potency, µM (titrated, usually from 45.6 µM), without a hit: at the highest dose activation, most hits filed as activators; AID 624172; hit rate 0.007% among 380,000; also: potency is read from the fitted curve at half-maximal effect; % of control where 0% means no effect
PLK1 PBD block – blocks phosphopeptide binding to human PLK1 polo-box domain. P53350. Plk1 PBD binding of FITC phosphopeptide, fluorescence polarization. Potency, µM, for the others: max response, negative = inhibition, hits mostly inhibitors. hit rate 2.8% among 360,000. AID 720504; also: potency is read from the fitted curve at half-maximal effect; series mostly up to about 57 µM; % is scaled to controls: 0 for no effect and ±100 for the full control effect; nearly all actives have a fitted effect of over 65% in size
Target sequence (P53350 whole entry, looked up, the tested form may be a part): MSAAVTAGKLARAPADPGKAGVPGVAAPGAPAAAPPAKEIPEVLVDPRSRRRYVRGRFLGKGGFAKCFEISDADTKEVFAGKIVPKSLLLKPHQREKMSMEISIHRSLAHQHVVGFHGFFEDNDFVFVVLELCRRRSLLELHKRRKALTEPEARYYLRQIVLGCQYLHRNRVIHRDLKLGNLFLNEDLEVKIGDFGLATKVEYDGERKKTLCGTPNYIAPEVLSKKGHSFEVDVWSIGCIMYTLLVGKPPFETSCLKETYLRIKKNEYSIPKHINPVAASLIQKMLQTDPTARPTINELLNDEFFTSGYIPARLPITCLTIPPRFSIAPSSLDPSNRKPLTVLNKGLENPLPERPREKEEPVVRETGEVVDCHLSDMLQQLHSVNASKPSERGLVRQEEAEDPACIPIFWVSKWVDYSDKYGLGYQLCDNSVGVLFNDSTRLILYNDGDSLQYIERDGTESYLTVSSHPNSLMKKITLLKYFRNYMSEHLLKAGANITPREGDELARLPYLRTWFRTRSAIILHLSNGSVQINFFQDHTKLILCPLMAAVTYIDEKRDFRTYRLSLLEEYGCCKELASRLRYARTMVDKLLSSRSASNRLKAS
GLP1R cytotox – cytotoxicity in counter-screen for GLP-1R inverse agonists | HEK293 cAMP-luciferase reporter cells, luminescence, 24 h | Potency, µM (series often up to 38.3 µM), inactives show at the top dose activity change, negative = inhibition, hits mostly inhibitors | hit rate 0.13% among 410,000;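 also: loss of luciferase light is scored as toxicity; potency is read from the fitted curve at half-maximal effect; % is scaled to controls: 0 for no effect and ±100 for the full control effect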
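1536-well qHTS counterscreen of the MLSMR; 200 cells/uL, 12 h pre-incubation, 23 nL cpd, 24 h at 37 deg C 5% CO2, luciferase detection reagent, 12 min RT, luminescence. Inhibition = undesired.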
EPAC1 antag – blocks human EPAC1 exchange factor; hit rate 0.14% among 360,000; Potency, µM (titrated, usually from 115 µM), without a hit: at the highest dose activity change, negative = inhibition, usual class: inhibitors; EPAC1 GEF assay, Rap1b-BODIPY-GDP exchange fluorescence; AID 720709; O95398;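 also: potency is read from the fitted curve at half-maximal effect; plate controls were vehicle for no effect and positive control for full effect; nearly all actives have a fitted effect of over 50% in size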
PTHR1 agonist – PTHR1 (human) receptor agonism. AID 743266. Q03431. HEK293 GP2 PTHR1 cells, GloSensor cAMP luminescence, 1 h. hit rate 0.075% among 410,000. Potency, µM (titrated, usually from 115 µM), for the others: at the top dose activation, actives largely listed as activators; also: potency is read from the fitted curve at half-maximal effect; nearly all actives have a fitted effect of over 55% in size; some results filed as inactive show a strong effect at the top dose; inactives centre near -15; many of its hits are not listed in these tables
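HEK-293-derived GP2 cells expressing PTHR1 and a GloSensor cAMP reporter, 3,000/well, plated overnight, given luciferin plus IBMX (each 0.5 mM as added) for 1 h at 37 °C, then compound for 1 h at 37 °C. Luminescence was read after 15 min at room temperature.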
PI5P4Ka inh – inhibitors of human PI5P4K alpha; P48426; PI5P4Kalpha enzyme, ADP-Glo luminescence, 60 min; active compounds read low; max response, %; hit rate 1.2% among 330,000; AID 652105; active = max response of -50% or lower; inconclusive = between -30% and -50%; inactive = -30% or higher; also: value at the top dose of about 77 µM; % is scaled to controls: 0 for no effect and ±100 for the full control effect
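Reactions run in 0.038 M HEPES pH 7.4, 0.28 mM EGTA, 0.1% CHAPS and 5% DMSO, with PI5P4Kalpha, substrate, compound and 5 microM ATP final, one hour at room temperature. Readout is ADP-Glo luminescence.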
EPAC1 agonist – agonists of human EPAC1 | O95398 | hit rate 0.073% among 360,000 | EPAC1 agonist qHTS, biochemical assay; response scale: 100% = response to 6.5 mM cAMP | Potency, µM (top dose mostly 154 µM), inactives show at the highest dose activation, most hits filed as activators; also: potency is read from the fitted curve at half-maximal effect; nearly all actives have a fitted effect of over 60% in size
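Fluorescent GDP-exchange assay: 100 nM EPAC1 with 250 nM Rap1B preloaded with BODIPY-GDP and 50 uM GDP; compounds tested as concentration series, 5 min at room temperature, then read every 5 min for 30 min (ex 480/em 540 nm); normalized to 6.5 mM cAMP.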
The depositor's hits bear a star; i = inactive; ? = inconclusive; / = not tested or not shown; [ ] = remark or other dose. Unless noted, calls follow the shape of the dose curve; as a rule, active = well fitted curve in the direction sought with a large enough effect; inconclusive = small, poorly fitted or top-dose-only effect, or another doubt; inactive = no such curve, though single readings can be large; an effect the other way counts as inactive or inconclusive.

SMILES | GLP-1R inv ag | IL-2 act | GLP-1R agonist | PLK1 PBD block | GLP1R cytotox | EPAC1 antag | PTHR1 agonist | PI5P4Ka inh | EPAC1 agonist
COc1ccc(C)cc1N(CC(=O)Nc1cccc(N(C)S(C)(=O)=O)c1)S(C)(=O)=O | 10% | -1.7 | -8% | ? | 16% | 12% | i | / | -1%
CCOC(=O)c1ccc(NC(=S)NC(=O)c2cncc(Br)c2)cc1 | -10% | 0.1 | 7% | -10% | -12% | -8% | -7% | -1 | -1%
COc1cc(C(=O)NCC(c2ccco2)N2CCCC2)ccc1OCc1ccc(Cl)cc1Cl (stereo not drawn) | ? | -0.5 | 4% | 2% | ? | ? | -43%[inhibitor] | -4 | -4%
Cc1ccc(S(=O)(=O)N2CCN(C(C)CC(=O)O)CC2)cc1 (stereo not drawn) | 17% | 0.9 | 1% | 4% | -5% | -16% | -17% | 3 | 0%
CCCN(C(=O)CSCc1ccccc1C)c1c(N)n(Cc2ccccc2)c(=O)[nH]c1=O | 0% | -6.1 | -1% | 0% | 0% | -10% | i | 2 | -1%
O=C(CN(C(=O)CNC(=O)c1cccs1)c1cccc(F)c1)NC1CCCC1 | 4% | -0.9 | 2% | -3% | -1% | 7% | 0% | -8 | 1%
C[C@@H]1CN([C@@H](C)CO)C(=O)c2cc(N(C)C)ccc2O[C@@H](C)CCCCO[C@@H]1CN(C)S(=O)(=O)c1cccs1 | -5% | -4.6 | -1% | -16% | -4% | 18% | -16% | -3 | -30%[inhibitor]
CCCc1cc(C(=O)Nc2ccc(C#N)cc2)no1 | 13% | -1.2 | 8% | -6% | 8% | -10% | -20% | -1 | 6%
CC1CCN(C(=O)CCN2C(=O)/C(=C/c3cccs3)SC2=S)CC1 | -25% | -0.4 | 2% | -5% | -1% | -15% | -8% | 8 | -2%
O=C1[C@@H]2[C@H](C(=O)N1CC(O)COCc1ccccc1)C1C=C[C@H]2C1 (stereo partly drawn) | 2% | -0.7 | -2% | -4% | 0% | -9% | 1% | -2 | 5%
CCCc1ccc2oc(C(=O)N3CCC(N4CCCC(O)C4)CC3)c(C)c2c1 (stereo not drawn) | ? | -2.0 | 11% | -2% | -15% | 12% | i | 4 | -12%
CCc1nc2ccc(C(=O)Nc3cccc(OCC(=O)N(C)C)c3)cn2c1N(C)Cc1ccc(OC)cc1 | ? | -1.0 | -7% | -8% | -13% | -24% | i | -1 | 3%
O=C(Nc1cccc([N+](=O)[O-])c1)C1CC(=O)N(Cc2ccccc2)C1 (stereo not drawn) | 12% | -0.7 | 3% | -3% | 3% | -1% | i | 4 | -15%
COc1cccc(NC(=O)Cn2c(CCC(=O)O)ccc2-c2ccc(Cl)cc2)c1 | 15% | 0.7 | 7% | -5% | 0% | -19% | -1% | 2 | -6%
COc1nn(C(C)C(=O)N2N=C(C(F)F)CC2(O)C(F)F)cc1[N+](=O)[O-] (stereo not drawn) | 0% | 6.0 | -16% | -2% | 10% | 7% | -2%[57.5 µM] | / | -1%
Cc1ccc(S(=O)(=O)NC(=O)COc2ccccc2C(N)=O)cc1 | 0% | -1.5 | -2% | -7% | 1% | -4% | -8%[57.5 µM] | / | 4%
COc1cc(C)ccc1OCCOCCOc1ccc(C)cc1[N+](=O)[O-] | ? | 1.9 | ? | -3% | -8% | -9% | i | 14 | 10%
O=C(CCCN1C(=O)/C(=C/c2ccccc2)SC1=S)Nc1ccccc1O | 0%[7.66 µM] | 0.1 | 1% | -12% | -9%[7.66 µM] | ? | -27% | 4 | 1%
N#Cc1nc(COc2ccccc2F)oc1N1CCCCCC1 | ? | -2.8 | ? | -7% | 18% | ? | -49%[inhibitor][57.5 µM] | 13 | 4%
Cc1cnc(C(=O)OCC(=O)c2ccc(C)s2)cn1 | 13% | -0.6 | -7% | -8% | 22% | -9% | i | -1 | 11%
COc1cc2c(cc1NC(=O)C(C)OC(=O)C1CC(=O)N(Cc3ccco3)C1)oc1ccccc12 (stereo not drawn) | ? | -0.3 | 11% | 1% | 3% | -8% | -9%[57.5 µM] | 15 | 0%
CC(OC(=O)C1CCCO1)C(=O)NC1CCCC1 (stereo not drawn) | -15% | -1.4 | -12% | -1% | -10% | 3% | i | / | -7%
CCCc1ccc(S(=O)(=O)N2CCN(C(C)C(=O)NCc3ccccc3)CC2)cc1 (stereo not drawn) | ? | -2.9 | -4% | -7% | -5% | 0% | -13% | 11 | 14%
O=C(CC(NC(=O)OCc1ccccc1)c1nn[nH]n1)OCc1ccccc1 (stereo not drawn) | 11% | 2.7 | -3% | -8% | 2% | 2% | -8% | 1 | 1%
CC1=CC(=C(C#N)c2nc3ccccc3s2)C=C(C)N1Cc1ccco1 | 2% | 0.5 | -3% | ? | 51%[activator] | 16% | ? | / | 1%
CN(CCc1cnn(C)c1)C(=O)C1CCC(=O)N(CC2CCCCC2)C1 (stereo not drawn) | -23% | -0.5 | 9% | -3% | 0% | 4% | i | 8 | -6%
C[C@@H]1CCCCO[C@@H](CN(C)S(=O)(=O)c2cccs2)[C@@H](C)CN([C@H](C)CO)C(=O)c2cc(NS(=O)(=O)c3ccccc3)ccc2O1 | -14% | -3.4 | 6% | -23% | 5% | -6% | -12% | -5 | -16%
Cc1ccc(CNC(=O)c2ccc(Cl)c(S(=O)(=O)N3CCCCC3)c2)cc1 | 10µM* | -0.1 | 2% | -13% | 3% | -9% | -37%[inhibitor] | -1 | 13%
COc1ccc(NS(=O)(=O)c2cc(NC(=O)/C=C/c3cccs3)ccc2N2CCOCC2)cc1 | -11% | 0.6 | -1% | ? | -23% | -19% | -10% | -1 | 2%
CC1CCCC(C)N1CCCNC(=O)Cn1cc2c(n1)CCCC2 (stereo not drawn) | -10% | -2.8 | -2% | -1% | -12% | -8% | 12% | -4 | 10%
COc1ccc(C(=O)NC(CCSC)C(=O)NCc2nnc3ccccn23)cc1 (stereo not drawn) | -3% | 1.4 | 4% | 1% | -2% | 7% | -7% | -30 | -4%
CCc1ccc(-c2cc(C(=O)NCc3ccccn3)c3ccccc3n2)cc1 | 1% | 0.6 | 2% | 4% | -1% | -11% | i | 1 | -2%
COC(=O)N[C@H](c1ccccc1)[C@@]1(C)C[C@@H]1[C@@H](C)C(=O)Nc1ccc2ccccc2c1 | ? | 0.1 | -5% | -8% | 7% | -10% | -4% | -6 | -1%
CC(C)OC(=O)CSc1nnc(CNc2ccc(Cl)cc2)n1Cc1ccccc1 | ? | -0.1 | -8% | -21% | 2% | -5% | -11%[57.5 µM] | 1 | 15%
COc1ccccc1NC(C)=O | -1% | 0.0 | -11% | -14% | -7% | -10% | 0%[57.5 µM] | 0 | -5%
O=C(NCc1ccc(F)cc1)C1CCCN(S(=O)(=O)c2cccnc2)C1 (stereo not drawn) | -3% | -2.3 | -2% | 0% | 0% | 1% | i | 0 | -1%
Cn1c(/C(C#N)=C2/CCCCCN2)nc2ccccc21 | -14% | 0.9 | 16% | 2% | -2% | 3% | -70%[inhibitor][57.5 µM] | 1 | -4%
CCOc1ccc2c(c1)c(=O)c(S(=O)(=O)c1ccccc1)cn2CC(=O)Nc1ccccc1OC | -5% | / | -1% | / | -4% | / | -10% | / | /
Cc1cccc(C(=O)NNC(=O)/C=C/C(=O)O)c1 | ? | 0.0 | -4% | -1% | -13% | -8% | -1% | 3 | -4%
O=C(NCCC1=CCCCC1)C1CCN(S(=O)(=O)c2ccc(-n3cnnn3)cc2)CC1 | -7% | -0.1 | -7% | -10% | 7% | 15% | -10%[57.5 µM] | -8 | 2%
CCCn1c(SCC(=O)Nc2cccnc2Cl)n[nH]c1=O | 11% | -0.4 | -3% | -3% | 24% | -4% | i | 5 | -14%
CCCCn1c(O)c2n(c1=O)Cc1ccccc1N=C2c1ccccc1 | 15% | -0.2 | 2% | 1% | -1% | -8% | 0% | -3 | -5%
CCOC(=O)CSc1nn(-c2ccccc2)c(=S)s1 | 7% | -0.8 | 9% | -16% | 13% | -3% | -10% | -3 | 17%
COc1ccccc1CCc1nnc(CCC(=O)NCC[C@@H]2C[C@@H]3C=C[C@H]2C3)o1 | ? | -2.6 | 0% | -8% | -8% | -12% | i | 0 | -4%
CC[C@H](C)[C@H](NC(N)=O)C(=O)Nc1ccccc1F | 15% | 0.6 | -1% | 3% | 0% | -1% | -24% | -3 | 4%
COc1cccc(CN(C)C(=O)c2ccc(C)c(S(=O)(=O)N3CCCCC3)c2)c1 | ? | -0.8 | 13% | 1% | -5% | 12% | -62%[inhibitor] | -4 | -1%
CCOC(=O)c1sc(=NC(=O)c2cccc(Br)c2)n(C)c1C | 0% | -0.4 | 0% | 0% | -14% | -3% | i | 3 | 5%
CCc1ccc(OCCOC(=O)Nc2ccccc2)cc1 | ? | -0.8 | -7% | -17% | -1% | -13% | i | 2 | -1%
CCOc1ccc(NS(=O)(=O)c2ccc(C(=O)N3CC(C)OC(C)C3)cc2)cc1 (stereo not drawn) | -4% | 0.6 | 1% | 4% | 2% | -4% | -19% | 1 | -10%
O=C1C2C3C=CC(C3)C2C(=O)N1c1ccc2c(c1)OCO2 (stereo not drawn) | ? | -2.0 | 3% | -2% | -6% | -2% | -15%[57.5 µM] | / | -5%
S=c1[nH]nc(-c2ccccc2)c2ccccc12 | 33% | -0.3 | 14% | -15% | -15% | 22% | -11% | 1 | 13%
CCOC(=O)CSc1nc2ccccc2c(=O)[nH]1 | -17% | -0.1 | 0% | -14% | -9% | -9% | -25% | 0 | -7%
CCOC(=O)c1cc2ccccc2n1C1CCN(C)CC1 | -29% | 0.0 | -2% | -8% | -37% | -9% | -6% | 14 | 6%

These rows are one share of the data; rates above refer to the full screens.
